Bioassay records from PubChem BioAssay.
GALR2 blocker: GALR2 (human) receptor antagonism. O43603. GALR2-expressing cells, antagonist mode. inhibition, % at 4 µM. actives 0.39% (n = 140,000). AID 828; in the data active means inhibition above about 27%;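 further: cells stimulated with galanin 1-16 at roughly its EC80; 0% = agonist challenge control and 100% = basal control without agonist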
Target sequence (O43603 whole entry, looked up): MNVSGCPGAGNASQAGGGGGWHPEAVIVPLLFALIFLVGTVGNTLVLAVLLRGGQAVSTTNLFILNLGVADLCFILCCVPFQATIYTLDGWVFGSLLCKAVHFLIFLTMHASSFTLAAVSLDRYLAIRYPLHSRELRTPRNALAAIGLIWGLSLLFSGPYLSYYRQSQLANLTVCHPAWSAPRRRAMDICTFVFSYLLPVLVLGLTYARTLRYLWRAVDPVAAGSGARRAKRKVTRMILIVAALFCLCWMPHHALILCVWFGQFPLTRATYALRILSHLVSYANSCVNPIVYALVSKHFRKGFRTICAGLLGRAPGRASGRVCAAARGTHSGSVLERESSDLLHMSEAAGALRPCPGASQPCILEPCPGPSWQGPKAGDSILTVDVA
Measles CPE: protection of cells from measles virus; Measles virus-infected cells, CPE protection, absorbance; protection (pct of control), % at 4 µM; actives 1.5% (n = 140,000); in the data active means protection mostly above about 24%, no sharp cut-off; inactive means mostly below about 26%; further: some compounds called inactive have numbers as strong as hits
Phagocytosis inh: inhibitors of macrophage phagocytosis; J774A.1 macrophage IgG-bead phagocytosis, imaging; inhibition, % at 5 µM; actives 0.07% (n = 110,000);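 active means inhibition above the mean of the plate negative controls plus 5 SD, cut at about 13% in these data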;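 further: phagocytic index as fraction of beads internalized from green versus red external bead signal; plate controls were DMSO negative control for no effect and cytochalasin-D positive control for full effect; some results beyond the cut were filed as inactive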
E-sel TNF inh: TNF alpha driven E-selectin expression inhibition; actives 0.71% (n = 120,000); HUVEC TNFa-induced E-selectin immunofluorescence, high content; inhibition, % at 2 µM;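 active means inhibition above the batch mean plus 3 SD, and confirmed as a hit on visual image review, cut at about 43% in these data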;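 further: 0% = TNF-stimulated DMSO wells and 100% = unstimulated control wells; not every result past the cut was called active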
HCT116 PTEN-null: suppresses growth of cells with PTEN deletion. actives 1.2% (n = 140,000). HCT116 PTEN-null viability, CellTiter-Glo, 60 h; stronger effect = lower value. viability, % at 10 µM. AID 827;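 active means viability at or below a set limit, 4 SD under the median of all tested compounds, cut at about 3.7% in these data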;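 further: PTEN knockout HCT116 line with beta catenin targeted HCT116 as companion control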
Yeast lifespan up: extends the lifespan of yeast; S. cerevisiae growth with nicotinamide, OD615; deaD strain in restrictive glucose medium; inhibition of the nicotinamide effect, % at 10 µM; actives 0.68% (n = 130,000); AID 775;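 active means inhibition above a set limit, placed 3 SD over the median of all compounds, cut at about 26% in these data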;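 further: 0% = nicotinamide-treated wells and 100% = cells grown without nicotinamide; some compounds called inactive have numbers as strong as hits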
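Test system – modified budding yeast, DeaD strain · Compound – single dose 10 µM compound, 0.25% DMSO · Times – culture preincubation 4 h, compound exposure 48 h, both 30 °C · Detection – optical density (absorbance) at 615 nm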
MRP-1 activ: activators of MRP-1; actives 0.61% (n = 140,000); viability increase, % at 10 µM; AID 799; H69AR cells + doxorubicin, viability rescue, CellTiter-Glo;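 active means viability gain under doxorubicin at or above a set limit, the compound median plus 3 SD, cut at about 4.7% in these data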;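 further: MRP-1 overexpressing cells given doxorubicin 25 µM after compound pretreatment; 18-22 h compound pretreatment then 72 h with doxorubicin before readout; 0% = doxorubicin-only wells and 100% = vehicle-treated cells without doxorubicin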
Yeast growth inh: chemicals that inhibit yeast BB579 growth in restrictive medium (lifespan-shortening candidates); S. cerevisiae BB579 growth, OD615, 48 h; inhibition, % at 10 µM; actives 0.51% (n = 140,000);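 active means inhibition above a set limit, 3 SD over the mean compound inhibition, cut at about 44% in these data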; further: inactives centre near -24
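Test system: Saccharomyces cerevisiae DeaD strain BB579, replicative lifespan model yeast | Buffer or medium: Restrictive CSMM-D medium | Doses: One dose, 10 µM compound with 0.25% DMSO | Incubation: 48 h exposure, 30 °C | Detection: Culture absorbance at 615 nm | Control set: Amphotericin B at 10 µg/mL as positive control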
HCT116 bCat-KO: beta-catenin-lacking colon tumor cell growth suppression. HCT116 beta-catenin knockout viability, CellTiter-Glo, 60 h; stronger effect = lower value. actives 1.5% (n = 140,000). viability, % at 10 µM;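 active means viability at or under a set limit, the compound median less 4 SD, cut at about 6% in these data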;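 further: 0% = Hyamine 1622 control at 20 µM and 100% = untreated cell control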
NPY Y2 blocker: antagonists of human neuropeptide Y receptor Y2. P49146. NPY-Y2 expressing cells, antagonist mode. inhibition, % at 2.7 µM. actives 0.99% (n = 140,000). AID 793; in the data active means inhibition above about 17%;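 further: 0% = vehicle with agonist challenge and 100% = reference antagonist with challenge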
Target sequence (P49146 whole entry, looked up): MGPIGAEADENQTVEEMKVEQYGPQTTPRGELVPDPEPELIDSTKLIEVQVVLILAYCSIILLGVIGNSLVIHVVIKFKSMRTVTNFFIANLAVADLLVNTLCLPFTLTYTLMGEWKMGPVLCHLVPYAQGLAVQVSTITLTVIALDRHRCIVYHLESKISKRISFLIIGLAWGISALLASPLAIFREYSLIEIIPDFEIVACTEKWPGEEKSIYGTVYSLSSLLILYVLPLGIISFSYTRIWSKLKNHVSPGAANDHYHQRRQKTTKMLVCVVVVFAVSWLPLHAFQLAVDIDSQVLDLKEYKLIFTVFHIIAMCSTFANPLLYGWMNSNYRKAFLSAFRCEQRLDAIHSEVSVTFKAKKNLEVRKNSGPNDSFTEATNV
An asterisk follows results filed as active; . = not tested or not shown.

Sample of the layout, 9 compounds:
SMILES,E-sel TNF inh,NPY Y2 blocker,Phagocytosis inh,Yeast lifespan up,MRP-1 activ,GALR2 blocker,HCT116 bCat-KO,Yeast growth inh,Measles CPE,HCT116 PTEN-null
CCOC(=O)c1cccnc1SCC(=O)NCc1ccccc1,.,2,0,-13,-1.5,-3,95,-34,16,97
Cn1c(=O)n(Cc2ccc(Cl)cc2)c(=O)c2c1nc1n2CCN1Cc1ccco1,-14,0,-1,-11,-0.5,-1,76,-23,8,80
Cn1c(SCc2n[nH]c(=S)o2)nnc1-c1ccccc1,.,3,-4,2,-1.8,7,88,-34,29,88
FC(F)(F)C1=CC(c2ccccc2)=NCCN1,-3,5,4,0,-1.5,-7,100,-9,3,97
CCN1CCN(C(=O)C2CCN(Cc3cc(Cl)ccc3O)CC2)CC1,3,2,0,3,-1.6,6,92,-40,17,100
CCS(=O)(=O)c1ccc2oc(SCC(=O)N3c4ccccc4CC3C)nc2c1 (stereo unspecified),-6,1,-1,-9,-3.0,4,85,-37,11,82
O=c1c2c(C(F)(F)F)cc(C(F)(F)F)nc2[nH]n1-c1ccccc1,-11,4,4,-3,-0.1,-7,96,-58,10,104
CC1=C(C#N)C(NC(=O)c2ccc(Cl)cc2)(C(F)(F)F)C(=O)N1 (stereo unspecified),.,3,-6,4,-0.8,16,91,-13,8,83
Cc1ccc2occ(CN3CCN(Cc4ccccc4)CC3)c(=O)c2c1,.,1,.,20,0.2,10,112,-17,5,113

All compounds of this part (from the top)
SMILES,E-sel TNF inh,NPY Y2 blocker,Phagocytosis inh,Yeast lifespan up,MRP-1 activ,GALR2 blocker,HCT116 bCat-KO,Yeast growth inh,Measles CPE,HCT116 PTEN-null
CCOC(=O)c1cccnc1SCC(=O)NCc1ccccc1,.,2,0,-13,-1.5,-3,95,-34,16,97
Cn1c(=O)n(Cc2ccc(Cl)cc2)c(=O)c2c1nc1n2CCN1Cc1ccco1,-14,0,-1,-11,-0.5,-1,76,-23,8,80
Cn1c(SCc2n[nH]c(=S)o2)nnc1-c1ccccc1,.,3,-4,2,-1.8,7,88,-34,29,88
FC(F)(F)C1=CC(c2ccccc2)=NCCN1,-3,5,4,0,-1.5,-7,100,-9,3,97
CCN1CCN(C(=O)C2CCN(Cc3cc(Cl)ccc3O)CC2)CC1,3,2,0,3,-1.6,6,92,-40,17,100
CCS(=O)(=O)c1ccc2oc(SCC(=O)N3c4ccccc4CC3C)nc2c1 (stereo unspecified),-6,1,-1,-9,-3.0,4,85,-37,11,82
O=c1c2c(C(F)(F)F)cc(C(F)(F)F)nc2[nH]n1-c1ccccc1,-11,4,4,-3,-0.1,-7,96,-58,10,104
CC1=C(C#N)C(NC(=O)c2ccc(Cl)cc2)(C(F)(F)F)C(=O)N1 (stereo unspecified),.,3,-6,4,-0.8,16,91,-13,8,83
Cc1ccc2occ(CN3CCN(Cc4ccccc4)CC3)c(=O)c2c1,.,1,.,20,0.2,10,112,-17,5,113
CC(=O)Nc1c(S(=O)(=O)c2ccccc2)c2nc3ccccc3nc2n1Cc1ccccc1,-12,4,.,-7,0.8,-7,101,-17,7,103
COc1ccc(C(c2nnnn2Cc2cccs2)N2CCN(c3ccccc3F)CC2)cc1 (stereo unspecified),-2,10,-1,-8,2.0,-5,77,-28,18,64
Cc1nc2c(C(=O)NCc3ccccc3Cl)c[nH]n2c(=O)c1Cl,.,4,-1,-8,-0.3,1,99,-32,7,101
C1=CC2CC1CC2CN1CCN(Cc2ccccc2)CC1 (stereo unspecified),.,3,1,5,-4.3,11,95,-44,24,87
CC(C)c1ccc2occ(-c3nn[nH]n3)c(=O)c2c1,.,5,2,59*,-2.2,-3,81,-27,22,77
O=C(COc1ccc([N+](=O)[O-])cc1)Nc1ccc(C(=O)NCc2cccnc2)cc1,4,-2,.,-12,-0.8,-4,63,-14,27,77
CCOc1ccc(/C=C2/SC(=S)N(n3c(C)ccc3C)C2=O)cc1,4,-2,.,-8,-0.7,-6,76,14,3,66
CCCCN1C(=O)/C(=C/C=C2\N(C)c3ccccc3C2(C)C)SC1=S,-9,1,-1,-4,-0.2,-4,70,-17,7,64
CCN(CC(=O)NC1CCCCC1)S(=O)(=O)c1ccc(Cl)cc1,-5,3,1,-13,-3.1,1,93,-15,4,88
Cc1cc(C)n2nc(C(=O)NCc3ccccc3)cc2n1,.,1,0,-20,-3.4,4,94,-27,43*,97
Cc1ccc(CNc2nc3ccccc3n3cnnc23)cc1,14,2,0,-9,1.4,-5,98,-34,4,97

Remaining list, next part:
SMILES,E-sel TNF inh,NPY Y2 blocker,Phagocytosis inh,Yeast lifespan up,MRP-1 activ,GALR2 blocker,HCT116 bCat-KO,Yeast growth inh,Measles CPE,HCT116 PTEN-null
CCC(=O)c1ccc(N2CCOCC2)c(F)c1,56*,2,.,.,7.7*,20,92,-26,4,102
O=C(c1ccc(F)cc1)N1CCN=C1c1ccccc1,.,5,-5,8,-1.1,8,97,-22,8,92
CN(C)c1cccc(NC(=O)Cc2ccc(F)cc2)c1,.,4,0,-4,-2.8,1,86,-3,6,89
COC(=O)/C(=N/Nc1ccccc1C)Sc1nnc(C(O)c2ccccc2)n1-c1ccccc1 (stereo unspecified),.,-1,-6,5,-1.7,-5,99,-32,4,100
CCn1c(Cc2ccccc2)nnc1SCC(=O)Nc1nccs1,-12,-2,2,-25,-1.6,5,91,7,3,93
Nc1nc2c(c3c1c(=O)oc1ccccc13)CCCCC2,27,2,-3,-21,-1.8,0,94,-32,9,104
CC1CCc2nc3ccccc3c(C(=O)OCC(=O)N3CCc4ccccc43)c2C1 (stereo unspecified),.,6,0,2,-2.8,10,77,-30,23,77
COc1c(Cl)cc(C(=O)Nc2ccc(Cl)cn2)cc1Cl,-11,6,-1,-13,-0.3,-4,90,-31,36,92
CC/C(=N\NC(=O)c1c[nH]c2ccccc12)c1cccs1,4,3,-1,-4,-2.5,13,92,-12,5,85
CCCOc1ccc(Cc2c(Cl)nc(SC)nc2OC)cc1,.,6,-8,-5,2.3,-1,90,-10,17,79
O=C(CCN1CCN(CC(=O)Nc2ccccc2F)CC1)Nc1ccccc1F,.,1,-1,-3,-3.2,-7,93,-3,5,100
CCOc1ccc(NC2=C(Cl)C(=O)N(C3CCCCC3)C2=O)cc1,.,0,.,13,-1.8,2,80,-44,5,86
Cc1cc(OC2CCCCC2)nc(-c2ccccc2O)n1,.,4,-1,-6,-1.7,-3,61,-22,3,69
Cc1ccc(OCCCSc2ncccn2)cc1C,1,3,.,.,0.9,-2,90,-29,2,96
Cc1ccc(-n2ncc(-c3nnc(SCC(=O)NC4CCCC4)o3)c2N)cc1C,-20,2,0,-5,-1.2,17,75,-31,30,76
Cc1ccc(C(=O)NNC(=O)CSc2nnc(-c3ccncc3)n2C)cc1,-17,-1,.,-13,-2.6,8,106,-20,33,94
Cc1cccc(/C=C2\CCC(=C3SCCCS3)C2=O)c1,-1,-2,.,-10,-1.2,-4,78,-41,19,73
CC(=O)Nc1ccc(S(=O)(=O)NCCc2ccccc2)cc1,-32,-1,-2,-1,-0.2,-2,80,-35,22,77
O=C(Nc1ccc(Cl)cn1)C1CCCN1S(=O)(=O)c1ccc(Cl)cc1 (stereo unspecified),.,2,1,-8,-0.4,4,75,-19,14,72
O=C1NC(=O)c2c(NC(=O)C3CCCO3)cccc21 (stereo unspecified),9,5,2,-7,0.5,3,95,-20,8,107

The results go on:
SMILES,E-sel TNF inh,NPY Y2 blocker,Phagocytosis inh,Yeast lifespan up,MRP-1 activ,GALR2 blocker,HCT116 bCat-KO,Yeast growth inh,Measles CPE,HCT116 PTEN-null
Cc1cc(C)c2nc(-c3ccccn3)cc(C(=O)Nc3cc(C)on3)c2c1,11,0,1,-18,-4.2,2,54,-48,6,48
CCCCNC(=S)NNC(=O)CCn1nc(C)c(Br)c1C,-3,4,.,-18,-3.2,-6,90,-21,8,87
CCN(CC)S(=O)(=O)c1ccc(O)c(NC(=O)c2ccc(N3CCOCC3)c([N+](=O)[O-])c2)c1,.,9,-6,1,-0.5,4,92,-26,16,102
COc1ccccc1OCC(=O)Nc1ccccn1,-48,0,0,-10,-1.5,21,79,-28,31,78
CN(C)c1nc(NCc2ccccc2)nc(SCC(=O)Nc2ccccc2)n1,-26,16,0,-19,-3.5,-8,74,-5,2,66
O=C(NCc1cccs1)c1cc(C2CC2)on1,.,3,-1,-12,0.2,2,87,-8,12,94
CC(=O)N1CN(CCCn2ccnc2)Cc2c1sc1c2CCCC1,15,5,-4,-12,-2.6,-6,80,-16,4,89
CCOC(=O)CC1NC(=O)c2ccccc21 (stereo unspecified),-10,5,.,-7,0.5,-8,73,-45,12,92
CC(C)CNC(=S)NC1CCCC1,-21,-2,0,-3,-0.3,5,86,-26,9,92
CCOC(=O)c1c(NC(=O)C2C3C=CC(CC3)C2C(=O)O)sc(C)c1C (stereo unspecified),.,18*,-2,1,-2.6,-7,90,-42,9,98
Cc1cc(N2CCN(C(=O)OC(C)(C)C)CC2)n2ncnc2n1,.,-1,1,-9,-1.2,-5,96,-8,4,93
Cn1c(CC(=O)Nc2ccccc2)c(Sc2ccccc2)c2ccccc21,.,1,-6,2,-1.2,5,72,-31,4,87
O=C(CSc1nc(-c2ccccc2)c(-c2ccccc2)[nH]1)Nc1nccs1,-25,0,-2,-3,-3.5,-1,63,-1,6,52
O=C(CSc1ccc2c(c1)OCCO2)Nc1ccc(Br)cc1,-2,7,-1,-13,-0.7,3,72,-22,8,80
COc1ccc(NC(=O)C(c2ccc(C)cc2)N(C)C(=O)c2ccc(=O)[nH]c2)cc1 (stereo unspecified),.,1,.,0,-1.7,5,106,-20,12,104
O=C(Nc1ccc(Cl)cn1)C1CCCN1S(=O)(=O)c1ccccc1 (stereo unspecified),.,-1,-3,-3,-0.5,15,90,-3,17,93
O=C1[C@H]2[C@H]3[C@H](O)[C@H](O)C/C(=N\OC[C@@H](O)COCc4ccco4)[C@@H]3CC[C@H]2C(=O)N1c1ccc(F)cc1F,.,1,.,3,-0.4,-4,0.3*,-43,6,79
Cc1ccc(C(=O)N/C(=C\c2ccc(F)cc2)C(=O)NCc2ccncc2)cc1,.,3,-9,-1,-1.2,9,90,-8,14,79
CCCCn1c(=O)[nH]c(=O)c2c1nc(-c1ccc(C#N)cc1)n2C1CCCC1,-23,-1,0,3,-3.1,-12,92,-84,12,95
CCSc1nc(-c2ccc(OC)cc2)cc(-c2ccccc2)c1C#N,5,1,-1,-12,-0.6,-5,86,-44,21,88
CCN(CC)S(=O)(=O)c1cc(NC(=O)COc2ccc(C#N)cc2OC)ccc1C,.,12,.,0,-0.2,10,91,-34,7,95
